High-throughput results deposited in PubChem BioAssay by NMMLSC.
AGP1-GFP MLPCN: yeast TOR pathway AGP1-GFP modulation; S. cerevisiae AGP1-GFP multiplex flow cytometry, 3 h; GFP as percent of DMSO wells; GFP response vs DMSO, % at 10 µM; hit rate 0.02% among 320,000;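 active means GFP response relative to DMSO above a set limit, near screen average plus 3 SD, cut at about 150% in these data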;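 further: median GFP channel fluorescence of the gated AGP1 strain per well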
MEP2-GFP yeast: alters MEP2-GFP fluorescence in TOR pathway yeast screen. S. cerevisiae MEP2-GFP strain, flow cytometry GFP, 3 h; 100% = DMSO control level. GFP response vs DMSO, % at 10 µM. hit rate 0.51% among 330,000;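 active means GFP response versus DMSO above a set limit, roughly screen mean plus 3 SD, cut at about 180% in these data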;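 further: median GFP fluorescence of the barcode-gated MEP2-GFP cells per well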
VLA-4 inh: inhibition in a human VLA-4 binding assay | P13612 | VLA-4 expressing cells, ligand binding flow cytometry | inhibition, % (about 7 µM as worked out from the volumes in the protocol) | hit rate 0.2% among 330,000 | AID 2557; in the data active means inhibition above about 50%
Target sequence (P13612 whole entry, looked up): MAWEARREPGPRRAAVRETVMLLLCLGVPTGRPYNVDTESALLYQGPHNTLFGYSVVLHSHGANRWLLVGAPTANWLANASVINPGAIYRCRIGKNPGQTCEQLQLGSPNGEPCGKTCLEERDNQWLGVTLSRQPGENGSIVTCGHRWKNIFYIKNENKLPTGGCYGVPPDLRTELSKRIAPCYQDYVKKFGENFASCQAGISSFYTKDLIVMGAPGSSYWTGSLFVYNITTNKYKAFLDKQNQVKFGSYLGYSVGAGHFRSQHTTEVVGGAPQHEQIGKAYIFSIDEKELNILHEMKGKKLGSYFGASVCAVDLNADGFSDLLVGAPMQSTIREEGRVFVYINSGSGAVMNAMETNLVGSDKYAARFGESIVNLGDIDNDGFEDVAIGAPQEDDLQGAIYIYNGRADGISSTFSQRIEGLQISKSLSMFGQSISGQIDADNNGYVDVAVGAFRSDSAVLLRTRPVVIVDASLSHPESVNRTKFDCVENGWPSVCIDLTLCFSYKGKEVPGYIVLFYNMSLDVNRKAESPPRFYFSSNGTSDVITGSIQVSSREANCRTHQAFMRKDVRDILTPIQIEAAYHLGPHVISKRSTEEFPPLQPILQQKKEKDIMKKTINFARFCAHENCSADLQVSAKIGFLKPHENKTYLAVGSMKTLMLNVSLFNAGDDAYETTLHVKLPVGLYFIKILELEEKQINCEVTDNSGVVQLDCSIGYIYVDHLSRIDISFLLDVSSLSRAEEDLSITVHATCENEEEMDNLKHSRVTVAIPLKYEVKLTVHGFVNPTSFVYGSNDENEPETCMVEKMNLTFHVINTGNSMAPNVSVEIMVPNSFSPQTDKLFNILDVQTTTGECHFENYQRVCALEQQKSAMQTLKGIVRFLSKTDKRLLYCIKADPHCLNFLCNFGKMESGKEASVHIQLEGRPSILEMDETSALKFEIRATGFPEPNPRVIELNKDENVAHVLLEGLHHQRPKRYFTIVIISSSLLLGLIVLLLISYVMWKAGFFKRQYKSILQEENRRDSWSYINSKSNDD
CR mimetic SO: yeast age-related superoxide inhibition as caloric restriction mimetic; AID 2690; hit rate 0.18% among 330,000; superoxide response (% of plate mean), % at 10 µM; S. cerevisiae aged cells, superoxide DHE fluorescence; stronger effect = lower value;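 active means superoxide response under a set limit, about three screen SD below normal, cut at about 65% in these data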;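 further: yeast aged for seven days with compound at 30 °C before DHE staining; 100% = average MFI of all compound-treated wells on the plate with controls excluded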
RPL19A TOR yeast: yeast TOR pathway RPL19A-GFP modulation; percent response vs DMSO, % at 10 µM; S. cerevisiae RPL19A-GFP strain, flow cytometry, 3 h; stronger effect = lower value; hit rate 0.3% among 330,000;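 active means percent response vs DMSO below 50%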;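 further: median channel GFP fluorescence of the barcoded RPL19A-GFP strain; ratio of sample median GFP to plate DMSO average so 100% = DMSO; lower means less RPL19A-GFP as with rapamycin TOR inhibition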
LAP4 TOR yeast: yeast TOR pathway LAP4-GFP modulation; S. cerevisiae LAP4-GFP multiplex, flow cytometry GFP, 3 h; median GFP as percent of DMSO wells; GFP response vs DMSO, % at 10 µM; hit rate 0.34% among 320,000;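 active means GFP response vs DMSO above a set limit, about the screen mean plus 3 SD, cut at about 150% in these data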
GRK2 inh: human GRK2 inhibition via aptamer displacement; P25098; bead flow cytometry, FAM-aptamer displacement from GRK2; inhibition of aptamer binding, % at 10 µM; hit rate 0.59% among 330,000;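 active means inhibition of aptamer binding above 40%, roughly 3 SD of noise, on plates passing a quality check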;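 further: median bead fluorescence of bound FAM aptamer so fluorescent compounds give negative values; no value below 0 was filed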
CIT2-GFP yeast: yeast TOR pathway CIT2-GFP modulation; S. cerevisiae CIT2-GFP strain, flow cytometry, 3 h; 100 means same as DMSO wells; GFP response vs DMSO, % at 10 µM; hit rate 0.065% among 320,000;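 active means GFP response relative to DMSO above a set limit, near the screen mean plus 3 SD, cut at about 150% in these data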;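 further: ratio of well median GFP fluorescence to mean of DMSO wells on the plate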
Active calls of the source: *.

Cn1c(Cn2c(=O)sc3ccccc32)nnc1SCC(=O)NCC1CCCO1 (stereo not drawn) was read as AGP1-GFP MLPCN 106, MEP2-GFP yeast 109, VLA-4 inh 1, CR mimetic SO 104, RPL19A TOR yeast 98, LAP4 TOR yeast 102, GRK2 inh 3 and CIT2-GFP yeast 102.
Screening CC(=O)c1ccc([C@@H]2C[C@]34CN(Cc5cccc(C(F)(F)F)c5)S(=O)(=O)[C@H]3C[C@H]2O4)cc1 returned AGP1-GFP MLPCN 89, MEP2-GFP yeast 92, VLA-4 inh 0, CR mimetic SO 107, RPL19A TOR yeast 100, LAP4 TOR yeast 108, GRK2 inh 1 and CIT2-GFP yeast 96.
Screening Cn1c(NC2CCCCC2)cc(=O)n(C)c1=O returned AGP1-GFP MLPCN 98, MEP2-GFP yeast 98, VLA-4 inh -8, CR mimetic SO 106, RPL19A TOR yeast 97, LAP4 TOR yeast 95, GRK2 inh 0 and CIT2-GFP yeast 100.
`O=C(COc1ccccc1Cl)Nc1cnn(Cc2ccccc2)c1` gave AGP1-GFP MLPCN 95, MEP2-GFP yeast 100, VLA-4 inh 9, CR mimetic SO 103, RPL19A TOR yeast 96, LAP4 TOR yeast 94, GRK2 inh 0 and CIT2-GFP yeast 91.
Cc1occc1C(=O)N/N=C/c1c[nH]c2ccccc12 was read as AGP1-GFP MLPCN 101, MEP2-GFP yeast 100, VLA-4 inh -8, CR mimetic SO 83, RPL19A TOR yeast 94, LAP4 TOR yeast 97, GRK2 inh 0 and CIT2-GFP yeast 92.
Screening COc1ccc(-n2ncc3c(N4CCN(Cc5ccccc5)CC4)ncnc32)cc1 returned AGP1-GFP MLPCN 98, MEP2-GFP yeast 102, VLA-4 inh 1, CR mimetic SO 88, RPL19A TOR yeast 103, LAP4 TOR yeast 91, GRK2 inh 3 and CIT2-GFP yeast 95.
Screening CCOc1cccc(CNn2cnnc2)c1OCc1ccccc1 returned AGP1-GFP MLPCN 89, MEP2-GFP yeast 98, VLA-4 inh -4, CR mimetic SO 89, RPL19A TOR yeast 102, LAP4 TOR yeast 98, GRK2 inh 23 and CIT2-GFP yeast 93.
For Cc1c(-c2ccccc2)[n+](=O)c2c(n1[O-])CCCC2 the results were AGP1-GFP MLPCN 125, MEP2-GFP yeast 103, VLA-4 inh 1, CR mimetic SO 87, RPL19A TOR yeast 102, LAP4 TOR yeast 122, GRK2 inh 0 and CIT2-GFP yeast 116.
For Cc1ccc(OCC(=O)N(Cc2ccccc2)c2c(N)n(Cc3ccccc3)c(=O)[nH]c2=O)c(C)c1 the results were AGP1-GFP MLPCN 106, MEP2-GFP yeast 104, VLA-4 inh 9, CR mimetic SO 106, RPL19A TOR yeast 100, LAP4 TOR yeast 112, GRK2 inh 0 and CIT2-GFP yeast 102.
Screening COc1cc2[nH]c(=O)n(CCCC(=O)NC3CCCCC3)c(=O)c2cc1OC returned AGP1-GFP MLPCN 104, MEP2-GFP yeast 100, VLA-4 inh -4, CR mimetic SO 90, RPL19A TOR yeast 97, LAP4 TOR yeast 109, GRK2 inh 0 and CIT2-GFP yeast 93.
Screening CC(C)C(=O)Nc1sc2c(c1C(N)=O)CCN(Cc1ccccc1)C2 returned AGP1-GFP MLPCN 107, MEP2-GFP yeast 106, VLA-4 inh -3, CR mimetic SO 103, RPL19A TOR yeast 110, LAP4 TOR yeast 109, GRK2 inh 1 and CIT2-GFP yeast 109.
`O=C1ON=C(c2ccccc2)/C1=C\c1ccco1` gave AGP1-GFP MLPCN 72, MEP2-GFP yeast 105, VLA-4 inh 22, CR mimetic SO 84, RPL19A TOR yeast 74, LAP4 TOR yeast 219*, GRK2 inh 1 and CIT2-GFP yeast 67.
`c1ccc(-c2noc(CN3CCN(c4ccccc4)CC3)n2)cc1` gave AGP1-GFP MLPCN 101, MEP2-GFP yeast 105, VLA-4 inh 9, CR mimetic SO 90, RPL19A TOR yeast 101, LAP4 TOR yeast 105, GRK2 inh 4 and CIT2-GFP yeast 98.
`N#Cc1ncc(Cl)c2ccccc12` gave AGP1-GFP MLPCN 110, MEP2-GFP yeast 93, VLA-4 inh -7, CR mimetic SO 106, RPL19A TOR yeast 100, LAP4 TOR yeast 99, GRK2 inh 1 and CIT2-GFP yeast 110.
For CCc1ccc(C(c2ccc(CC)cc2)C(Cl)Cl)cc1 the results were AGP1-GFP MLPCN 94, MEP2-GFP yeast 92, VLA-4 inh 12, CR mimetic SO 93, RPL19A TOR yeast 96, LAP4 TOR yeast 108, GRK2 inh 0 and CIT2-GFP yeast 82.
`CCCCN(CC)C(=O)c1cc2c(=O)n3cccc(C)c3nc2s1` gave AGP1-GFP MLPCN 94, MEP2-GFP yeast 108, VLA-4 inh 11, CR mimetic SO 109, RPL19A TOR yeast 102, LAP4 TOR yeast 84, GRK2 inh 0 and CIT2-GFP yeast 104.
For Cc1nc(NC(=O)CN2CCCCC2)sc1C(=O)N(C)C the results were AGP1-GFP MLPCN 105, MEP2-GFP yeast 102, VLA-4 inh 3, CR mimetic SO 102, RPL19A TOR yeast 103, LAP4 TOR yeast 100, GRK2 inh 1 and CIT2-GFP yeast 113.
Screening CCOc1cc(C2C(C(=O)c3ccco3)=C(O)C(=O)N2CCc2ccccc2)ccc1O (stereo not drawn) returned AGP1-GFP MLPCN 98, MEP2-GFP yeast 95, VLA-4 inh 4, CR mimetic SO 106, RPL19A TOR yeast 103, LAP4 TOR yeast 101, GRK2 inh 0 and CIT2-GFP yeast 88.
`O=C1C(C23CC4CC(CC(C4)C2)C3)C(=O)N(c2ccccc2)N1c1ccccc1` gave AGP1-GFP MLPCN 95, MEP2-GFP yeast 98, VLA-4 inh 10, CR mimetic SO 97, RPL19A TOR yeast 99, LAP4 TOR yeast 93, GRK2 inh 0 and CIT2-GFP yeast 104.
For COCCn1c(SCC(=O)Nc2cccnc2Cl)nc2ccccc2c1=O the results were AGP1-GFP MLPCN 95, MEP2-GFP yeast 98, VLA-4 inh 11, CR mimetic SO 95, RPL19A TOR yeast 96, LAP4 TOR yeast 98, GRK2 inh 0 and CIT2-GFP yeast 99.
O=C1[C@@H]2CSCN2C(=O)CN1CCc1cccc(F)c1 was read as AGP1-GFP MLPCN 99, MEP2-GFP yeast 116, VLA-4 inh 10, CR mimetic SO 90, RPL19A TOR yeast 99, LAP4 TOR yeast 103, GRK2 inh 2 and CIT2-GFP yeast 94.
O=C(COc1ccc(Br)cc1)Nc1ccncc1 was read as AGP1-GFP MLPCN 96, MEP2-GFP yeast 99, VLA-4 inh 23, CR mimetic SO 105, RPL19A TOR yeast 95, LAP4 TOR yeast 102, GRK2 inh 1 and CIT2-GFP yeast 100.
`Cc1cc(Oc2ccc(C#N)cc2)nc(NCc2ccccc2)n1` gave AGP1-GFP MLPCN 111, MEP2-GFP yeast 111, VLA-4 inh 3, CR mimetic SO 100, RPL19A TOR yeast 107, LAP4 TOR yeast 113, GRK2 inh 0 and CIT2-GFP yeast 99.
For CCc1[nH]c(=O)[nH]c1C(C)S(=O)(=O)c1ccc(C)cc1 (stereo not drawn) the results were AGP1-GFP MLPCN 96, MEP2-GFP yeast 98, VLA-4 inh -30, CR mimetic SO 120, RPL19A TOR yeast 90, LAP4 TOR yeast 91, GRK2 inh 4 and CIT2-GFP yeast 94.
`Cc1cccc(NC(=O)C2CCN(c3ncnc4c3nc3n4CCCCC3)CC2)n1` gave AGP1-GFP MLPCN 92, MEP2-GFP yeast 94, VLA-4 inh 3, CR mimetic SO 108, RPL19A TOR yeast 93, LAP4 TOR yeast 108, GRK2 inh 0 and CIT2-GFP yeast 88.
For COCCN(C(=O)C(C)C)c1nnc(-c2ccc(C(C)(C)C)cc2)s1 the results were AGP1-GFP MLPCN 98, MEP2-GFP yeast 91, VLA-4 inh 4, CR mimetic SO 102, RPL19A TOR yeast 100, LAP4 TOR yeast 90, GRK2 inh 0 and CIT2-GFP yeast 94.
Screening CC(C)CCNC(=O)CN(CC1CCCO1)C(=O)CCC(=O)Nc1ccccn1 (stereo not drawn) returned AGP1-GFP MLPCN 102, MEP2-GFP yeast 105, VLA-4 inh 5, CR mimetic SO 107, RPL19A TOR yeast 97, LAP4 TOR yeast 110, GRK2 inh 2 and CIT2-GFP yeast 100.
`CCCCn1c(N)c(N(CC(C)C)C(=O)CCCc2cccs2)c(=O)[nH]c1=O` gave AGP1-GFP MLPCN 104, MEP2-GFP yeast 99, VLA-4 inh 6, CR mimetic SO 99, RPL19A TOR yeast 101, LAP4 TOR yeast 99, GRK2 inh 0 and CIT2-GFP yeast 106.
For CCOc1ccc(N(CC(=O)NCCOc2ccc(C)cc2)S(=O)(=O)c2ccccc2)cc1 the results were AGP1-GFP MLPCN 105, MEP2-GFP yeast 120, VLA-4 inh 13, CR mimetic SO 95, RPL19A TOR yeast 103, LAP4 TOR yeast 118, GRK2 inh 1 and CIT2-GFP yeast 104.
`CNc1ccc(C(=O)N2CCN(S(=O)(=O)c3ccc4c(c3)OCCCO4)CC2)cc1[N+](=O)[O-]` gave AGP1-GFP MLPCN 94, MEP2-GFP yeast 106, VLA-4 inh 12, CR mimetic SO 107, RPL19A TOR yeast 107, LAP4 TOR yeast 87 and GRK2 inh 0.
For O=C1C=C(c2ccccc2)C(=O)N1Nc1ccccc1 the results were AGP1-GFP MLPCN 67, MEP2-GFP yeast 100, VLA-4 inh 17, CR mimetic SO 102, RPL19A TOR yeast 48*, LAP4 TOR yeast 118, GRK2 inh 0 and CIT2-GFP yeast 74.
For CCCS(=O)(=O)c1c(S(=O)(=O)CCC)c2cc(CC)ccn2c1C(=O)OC the results were AGP1-GFP MLPCN 113, MEP2-GFP yeast 111, VLA-4 inh -12, CR mimetic SO 95, RPL19A TOR yeast 104, LAP4 TOR yeast 95, GRK2 inh 1 and CIT2-GFP yeast 105.
For Cc1ccc(-c2[nH]ncc2/C=N/n2c(COc3ccccc3C)nc3ccccc3c2=O)cc1 the results were AGP1-GFP MLPCN 111, MEP2-GFP yeast 95, VLA-4 inh -5, CR mimetic SO 96, RPL19A TOR yeast 104, LAP4 TOR yeast 97, GRK2 inh 1 and CIT2-GFP yeast 105.
For COc1cc(OC)cc(C(=O)Nc2ccc(S(=O)(=O)Nc3nc(C)cc(C)n3)cc2)c1 the results were AGP1-GFP MLPCN 102, MEP2-GFP yeast 94, VLA-4 inh 7, CR mimetic SO 100, RPL19A TOR yeast 93, LAP4 TOR yeast 102, GRK2 inh 0 and CIT2-GFP yeast 96.
